# ERp5 block: blocks human ERp5 reductase activity on insulin; hit rate 0.05% among 350,000; ERp5 insulin aggregation, absorbance 650 nm, 90 min; AID 651711; inhibition, % at 9.99 µM;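 active = mean replicate inhibition above about 25%, with every replicate also reaching it, limit read from the data, passing the limit was not always enough; inconclusive = only one of those two criteria met; inactive = neither criterion met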
# Target sequence (Q15084 whole entry, looked up): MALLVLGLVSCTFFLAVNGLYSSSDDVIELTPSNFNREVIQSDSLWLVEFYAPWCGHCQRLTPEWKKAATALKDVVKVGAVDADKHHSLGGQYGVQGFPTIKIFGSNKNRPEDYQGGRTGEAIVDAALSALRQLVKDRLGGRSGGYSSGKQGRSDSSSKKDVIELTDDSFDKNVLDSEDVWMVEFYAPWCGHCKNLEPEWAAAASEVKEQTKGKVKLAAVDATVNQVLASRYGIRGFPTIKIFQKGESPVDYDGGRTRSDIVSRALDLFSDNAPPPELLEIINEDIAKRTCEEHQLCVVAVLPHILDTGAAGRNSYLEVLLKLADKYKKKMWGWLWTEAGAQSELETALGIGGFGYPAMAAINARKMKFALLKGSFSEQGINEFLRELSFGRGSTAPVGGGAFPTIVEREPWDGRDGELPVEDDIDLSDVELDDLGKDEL
# ARNT TACC3 PPI: disrupts binding between human ARNT and TACC3. Q9Y6A5. AlphaScreen His-ARNT PAS-B/GST-TACC3 binding, luminescence; TACC3 fragment carries E629A point mutation. inhibition, % at 9.99 µM. hit rate 0.66% among 390,000. AID 623870;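 active = mean inhibition of replicates at least 50% and at least half of replicates each reaching 50%; inconclusive = half or more replicates reach 50% but mean below 50%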;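 note: 0% = complete ARNT plus TACC3 wells and 100% = ARNT alone without TACC3; many hits fall short of the cut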
# SIRT5 block: blocks human SIRT5 desuccinylation of peptide | Q9NXA8 | Purified SirT5, succinyl-peptide AMC, trypsin-coupled fluorescence | inhibition, % at 15 µM | hit rate 1.1% among 330,000 | AID 652115; in the data active = inhibition above about 15%; inconclusive = no clear call, values can overlap the other calls
# Target sequence (Q9NXA8 whole entry, looked up): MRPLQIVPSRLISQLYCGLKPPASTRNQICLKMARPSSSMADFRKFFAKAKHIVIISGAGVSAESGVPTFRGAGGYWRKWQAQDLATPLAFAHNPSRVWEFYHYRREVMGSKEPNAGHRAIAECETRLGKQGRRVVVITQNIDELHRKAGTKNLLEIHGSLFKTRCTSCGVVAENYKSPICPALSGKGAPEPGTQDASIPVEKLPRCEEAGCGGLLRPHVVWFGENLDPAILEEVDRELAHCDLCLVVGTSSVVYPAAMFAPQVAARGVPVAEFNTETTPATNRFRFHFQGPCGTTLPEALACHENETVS
# esBAF inh: blocks esBAF chromatin remodeling in mouse ES cells | Bmi1-luciferase knock-in reporter, 24 h; 100% = twice the neutral-well signal | hit rate 2% among 350,000 | reporter increase, % at 12.5 µM; in the data active = activation above about 40%; inconclusive = no clear call, values can overlap the other calls;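 note: 0% = median of the plate's neutral control wells and 100% = double that signal; a rise in the Bmi1 reporter signal indicates esBAF inhibition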
# miR-122 sensor: miR-122 inhibition in Huh7 cells | Huh7 miR-122 Renilla luciferase sensor, 48 h; neutral wells = 0, positive control = 100 | activation (reporter increase), % at 12.5 µM | hit rate 0.3% among 340,000 | AID 602342;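 active = mean replicate activation score at least 90 and every replicate individually at or above 90; inconclusive = only one of the two criteria met; inactive = neither criterion met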;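 note: higher luciferase means less miR-122 activity so hits act as miR-122 inhibitors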
# Statin myotox sup: protects C2C12 myotubes from simvastatin toxicity. rescue of ATP level, % at 7.49 µM. hit rate 0.78% among 330,000. ATP luminescence, 48 h; scaled: DMSO 0, geranylgeraniol control 100;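 active = mean ATP rescue above about 67%, or every replicate alone reaching that limit, limit read from the data, passing the limit was not always enough; inconclusive = no clear call, values can overlap the other calls; inactive = mean under the limit and some replicate under it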;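 note: myotubes were challenged with 10 µM simvastatin during compound exposure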
# Cneo AK release: causes C. neoformans cell lysis. adenylate kinase release luminescence, 4 h; normalised: neutral wells 0, clomiphene wells 100. lysis activity, % at 15 µM. hit rate 0.2% among 360,000. AID 651654;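 active = mean lysis activity across replicates of at least 80%, whatever share of replicates individually reach that level; inactive = mean lysis activity below 80%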
#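 Assay system: Cryptococcus neoformans yeast cells / Dosing: single-point compound dose / Timing: 4 h at 37 °C static, read 1 h later / Measured by: luminescence of released adenylate kinase using an AK detection reagent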
# * = called active by the depositor; ? = inconclusive; . = no result given; & = joins results of further samples; [ ] = another dose, or the depositor's remark. No enrichment for hits; any-hit rate near 4%.
SMILES,ERp5 block,ARNT TACC3 PPI,SIRT5 block,esBAF inh,miR-122 sensor,Statin myotox sup,Cneo AK release
COc1ccc(CN2C[C@@H](O)COC[C@H]3O[C@@H](CC(=O)NCCN4CCCC4)CC[C@@H]32)cc1,.,4,.,3,-5[16.7 µM],3,1
Nc1c(NC=O)c(=O)n(Cc2ccccc2)c(=O)n1Cc1ccccc1,4,-5,-5,.,.,.,.
CCOC(=O)[C@@H]1[C@H]2COc3ccc(Br)cc3[C@@H]2N2C(=O)N(c3ccc(C)cc3)C(=O)[C@@]12C,4,30,.,2,1,1,3
CC(C)Oc1cccc(C(=O)C2CCCN(Cc3cccn3-c3ccccn3)C2)c1 (stereo unspecified),7,10,1,.,.,.,.
CCSc1nnc(Nc2ccccc2)s1,.,0,.,58*,2,-11,3
COc1cc(CC(=O)Nc2cc(S(C)(=O)=O)ccc2Cl)cc(OC)c1OC,-1,3,-1,6,.,0,-1
CCCC(C)C(=O)Nc1cccc(NC(C)=O)c1 (stereo unspecified),.,3,.,-13,-3,-3,0
CCOc1ccc(NC(=O)CN(C)S(=O)(=O)c2cccc3cccnc23)cc1,1,-21,0,-9,8,3,1
CCSC(=N)N,-2,-6,-1,0,-1,1,-2
O=C(O)C1CC(=O)n2c(nc3ccccc32)S1 (stereo unspecified),.,-5,.,-11,-2,9,0
Cc1ccccc1C1NC(=S)NC2=C1C(=O)CCC2 (stereo unspecified),1,1,3,-6,-5,-7,2
CC1CCN(C(=O)c2[nH]cnc2C(=O)Nc2ccccc2F)CC1,1,.,.,7,72,-8,-1
N#CCCSCc1ccc(OCC(=O)O)cc1,.,-4,.,-1,-3,3,-1
COc1ccc2nc(C)cc(SCC(=O)OC(C)C)c2c1,-4,5,-2,.,.,.,.
Cc1ccc(S(=O)(=O)NCC(=O)NCC(=O)N2CCC(C)CC2)cc1,1,-2,-2,-1,-9,8,-2
CC1CCN(c2ccc(C(=O)NCCc3ccccc3)cn2)CC1,.,0,.,50*,7,-10,0
CCOCc1nnc(NC(=O)C2CC(=O)N(C3CCCC3)C2)s1 (stereo unspecified),4,-3,-1,3,0,-1,-1
CC(=O)N1N=C(c2ccccc2)CC1c1ccc2c(c1)OCO2 (stereo unspecified),-10,-3,4,30,.,2,-8
CCCCN(C(=O)Cn1ncc(Cl)c(Cl)c1=O)c1c(N)n(CC(C)C)c(=O)[nH]c1=O,3,-3,1,-3,-5,-11,-7
CCCCOc1ccc(N(CC(=O)NCCOC)C(=O)CCC(=O)Nc2ccccn2)cc1,5,-2,2,-1,5,15,2
Cc1cccc(C(=O)OCC(=O)NC(=O)NC2CCCCC2)c1,-1,.,1,-7,-1,20,5
CO[C@@H]1CN(C)C(=O)c2ccc(NS(=O)(=O)CC(F)(F)F)cc2OC[C@H](C)N(C)C[C@H]1C,1,-6,5,3,.,-8,1
CC(=O)Nc1ccc(NCc2cccs2)cc1,2,3,0,10,-14,1,-1
O=C(Nc1ccc(C(F)(F)F)cc1)N[C@H]1CC[C@@H](CC(=O)N2CCCCC2)O[C@@H]1CO,-5,.,2,0,.,-11,-2
C[C@H](CO)N1C[C@H](C)[C@@H](CN(C)C)Oc2ccc(NC(=O)CCCN(C)C)cc2C1=O,-3,.,0,-6,1[16.7 µM],-1,47
Cc1cccc(C(=O)Nc2cccc(NC(=O)c3ccccc3)c2)c1,1,-5,-2,-2,3,-23,-2
N#CCCN1CCN(S(=O)(=O)c2ccc(S(=O)(=O)N3CCCC3)cc2)CC1,-4,.,1,-2,2,-3,2
Cn1c(=O)c2c(ncn2CC(=O)OCC(=O)NNC(=O)c2ccc(Cl)cc2)n(C)c1=O,-10,-4,-3,-8,-4,5,1
Cc1sc2nc[nH]c(=S)c2c1-c1ccccc1,2,28,-1,.,.,.,.
O=C(NNC1=NS(=O)(=O)c2ccccc21)c1ccc(Cl)cc1,1,2,-1,.,.,.,.
COc1ccc(C(=O)NCCn2ccc3ccccc32)cc1OC,1,0,0,10,-3,6,2
C(=C\CSc1nnnn1-c1ccccc1)/CSc1nnnn1-c1ccccc1,.,-3,.,2,-7,8,-1
COc1ccc(S(=O)(=O)Nc2ccc3c(c2)C(=O)N([C@@H](C)CO)C[C@@H](C)[C@H](CN(C)C(=O)c2ccncc2)OCCCC[C@@H](C)O3)cc1,3,-8,-4,12,-9[16.7 µM],.,-2
Cc1ccccc1OCC(=O)OCC(=O)Nc1ncc(Cl)c(C)c1Cl,-4,-7,-1,-3,7,-3,1
O=c1c2c3c(sc2ncn1/N=C/c1ccco1)CCCC3,-6,0,1,0,-2,-2,.
O=C(NCc1nc(-c2ccccc2)no1)c1ccc(Br)o1,.,-2,.,-2,-3,6,2
CC1CCCCN1C(=O)CSc1nnc(-c2ccco2)n1CC1CCCO1 (stereo unspecified),.,.,.,-2,.,-5,0
O=C(c1cc(COc2cccc(C(F)(F)F)c2)on1)N1CCc2ccccc2C1,0,-6,-2,-12,.,0,0
N#CC1(NC(=O)COC(=O)c2nc(Cl)c(Cl)c(N)c2Cl)CCCCC1,-2,9,-1,5,.,-7,1
O=C(NCc1ccco1)/C(=C/c1ccc(F)cc1)NC(=O)c1ccccc1,3,.,-3,2,.,0,1

# Records listed above marked active in esBAF inh.
SMILES | ERp5 block | ARNT TACC3 PPI | SIRT5 block | esBAF inh | miR-122 sensor
CCSc1nnc(Nc2ccccc2)s1 | . | 0 | . | 58* | 2
CC1CCN(c2ccc(C(=O)NCCc3ccccc3)cn2)CC1 | . | 0 | . | 50* | 7

# Next entries:
SMILES,ERp5 block,ARNT TACC3 PPI,SIRT5 block,esBAF inh,miR-122 sensor,Statin myotox sup,Cneo AK release
O=C(c1cccc(C(=O)N2CCN(c3ccccc3)CC2)c1)N1CCN(c2ccccc2)CC1,.,2,.,-2,-4,-13,5
O=C(CCNC(=O)c1ccco1)Nc1ccc(OC(F)F)cc1,-4,-2,-1,.,3,.,0
C[C@@H]1CN([C@@H](C)CO)C(=O)c2cccc(NS(=O)(=O)c3ccc(Cl)cc3)c2O[C@H]1CN(C)S(=O)(=O)c1cccs1,1,-2,10,1,-4[16.7 µM],.,1
C[C@@H]1CN([C@H](C)CO)C(=O)c2cc(NC(=O)c3ccncc3)ccc2O[C@@H]1CN(C)C(=O)Nc1ccc(C(F)(F)F)cc1,5,4,-6,0,8[16.7 µM],-24,2
Cc1ccc(C[n+]2cc(-c3ccc(Cl)cc3)n3c2CCC3)cc1,3,-4,-3,.,0,.,11
C[C@@H]1CCCCO[C@H](CN(C)C(=O)Nc2ccccc2)[C@H](C)CN([C@@H](C)CO)C(=O)c2cc(NS(C)(=O)=O)ccc2O1,5,-9,-1,-1,3[16.7 µM],.,-1
Cc1ccc2c(c1)N(CC(=O)NCC1CCCO1)C(=O)C(C)O2 (stereo unspecified),.,0,.,.,9,.,1
COc1ccc(-c2nc3ccccc3n2OCC(=O)O)cc1,5,4,-4,25,-1,1,.
COC(=O)c1c(-c2ccsc2)oc2ccc(-c3cc(OC)c(OC)c(OC)c3)cc12,0,-7,.,10,5,-2,-1
CCn1cc(C(=S)N2CCC(C(N)=O)CC2)c2ccccc21,-12,0,7,-3,-5,3,-1
COc1ccc(N2CCN(C(=O)C3CCN(C(=O)c4ccc([N+](=O)[O-])cc4)CC3)CC2)cc1,4,-4,-4,5,.,-2,0
CC1(C)CC(=O)C(/C=N/n2c(C(F)(F)F)nc3ccccc3c2=O)=C(O)C1,-1,-24,-4,4,-4,-12,0
OC(CN1C2=NCCN2c2ccccc21)c1ccc2c(c1)OCO2 (stereo unspecified),.,-7,.,1,-14,10,.
O=C(CCN1CCCCC1)N[C@@H]1CC[C@H](CCn2cc(-c3cccc(F)c3)nn2)O[C@@H]1CO,7,0,-5,4,.,1,-1
CC(=O)c1cc(-c2ccccc2)n(CCC(=O)NC2CCC(C)CC2)c1C (stereo unspecified),.,-8,.,.,-2,.,1
Cc1cc(NC(=O)c2ccc(F)cc2)n(CCOC(=O)c2ccc(F)cc2)n1,4,-1,-4,.,.,.,.
C[C@H](CO)N1C[C@H](C)[C@@H](CN(C)Cc2ccc3c(c2)OCO3)Oc2c(NC(=O)Nc3ccc(F)cc3)cccc2C1=O,2,6,0,8,41[16.7 µM],-45,4
COc1cc(NC(=O)[C@H]2CSCN2C(=O)[C@@H]2CCC(=O)N2)cc(OC)c1OC,-4,-5,6,-1,-1,-1,1
Cc1ccc(C(=O)N2CCOCC2)c(F)c1F,1,-7,-1,0,3,-3,0
C[C@H](CO)N1C[C@H](C)[C@H](CN(C)S(=O)(=O)c2cn(C)cn2)Oc2ccc(NC(=O)C3CC3)cc2C1=O,5,-15,-1,-1,-1[16.7 µM],-6,1

# Entries of single compounds from above. Order of screens: ERp5 block	ARNT TACC3 PPI	SIRT5 block	esBAF inh	miR-122 sensor	Statin myotox sup	Cneo AK release
# CCn1cc(C(=S)N2CCC(C(N)=O)CC2)c2ccccc21 is entered as -12	0	7	-3	-5	3	-1
# Cc1cc(NC(=O)c2ccc(F)cc2)n(CCOC(=O)c2ccc(F)cc2)n1 is entered as 4	-1	-4	.	.	.	.

# Next entries follow.
SMILES,ERp5 block,ARNT TACC3 PPI,SIRT5 block,esBAF inh,miR-122 sensor,Statin myotox sup,Cneo AK release
CC(C)C#Cc1cnc2c(c1)C(=O)N([C@@H](C)CO)C[C@@H](C)[C@@H](CN(C)S(=O)(=O)c1cn(C)cn1)O2,-5,-6,0,2,-2[16.7 µM],-7,-4
CN(CC(=O)Nc1cccc(F)c1)C(=O)c1ccc2c(c1)OCCO2,5,-2,2,39,-8,0,-9
Cc1cc(N/C=C/C(=O)c2cccc3ccccc23)no1,.,7,.,31,4,3,-3
COc1ccc(C2c3c(ncn(CCN4CCOCC4)c3=N)Oc3ccc4ccccc4c32)cc1OC (stereo unspecified),.,4,.,2,28,.,-4
CO[C@@H]1CN(C)C(=O)c2ccc(NC(=O)NC(C)C)cc2OC[C@H](C)N(CC2CC2)C[C@H]1C,-1,-13,14,-1,8[16.7 µM],8,0
CCOc1cc(N2CCOCC2)c(OCC)cc1NC(=O)COc1cccc2cccnc12,.,59*,.,-36,-11,-180,-3
N#C[C@@H]1[C@H](c2ccc(C3=CCCCC3)cc2)[C@H](CO)N1C(=O)C1CCOCC1,4,3,-1,4,.,13,5
Cc1cc2ncn(/N=C/c3cccnc3)c2cc1C,.,.,.,13,-3,-7,0
O=C1CCCN1CCC(=O)N1CCCC(Nc2ccc(F)c(F)c2)C1 (stereo unspecified),5,-4,2,3,3,3,3
Cc1cc(C)c(S(=O)(=O)N2CCN(C(=O)c3c(C)noc3C)CC2)c(C)c1,6,1,-2,15,-2,7,-2
Brc1cc2c(cc1C1OCCCO1)OCO2,-2,2,3,.,.,.,.
C[C@H]1CCCCO[C@@H](CN(C)Cc2ccc(C(=O)O)cc2)[C@@H](C)CN([C@@H](C)CO)C(=O)c2cc(NS(=O)(=O)c3cn(C)cn3)ccc2O1,.,-6,.,5,-2[16.7 µM],.,0
CCCNC(=O)CN(c1ccc(F)cc1)S(=O)(=O)c1ccc2c(c1)OCCO2,?,3,1,-15,-2,8,1
Cc1c(C(=O)O)sc2nc3n(c(=O)c12)CCC(C)CC3 (stereo unspecified),-2,-7,3,-10,7,-1,.
Cc1noc(C)c1COc1ccc(C(=O)NCc2ccccn2)cc1,.,1,.,-6,-4,.,0
COC(=O)c1ccc([C@H]2C=C(C(=O)N3CCN(Cc4ccc5c(c4)OCO5)CC3)O[C@@H](OCc3ccc(CO)cc3)C2)cc1,-5,12,.,.,.,.,-20
CC(=O)NC1(c2ccccc2)CCN(c2cc(C)nc(-c3ccccc3)n2)CC1,1,-1,4,2,-6,1,-1
CC(C)NC(=O)N1[C@H](CO)[C@H]2c3ccccc3N(C(=O)Nc3ccc(F)cc3)C[C@H]21,-2,-7,-1,0,-3[16.7 µM],8,0
COC(=O)C[C@@H]1C[C@H]2c3cc(NS(=O)(=O)c4ccccc4)ccc3O[C@H]2[C@@H](CO)O1,4&0,.,0&4,-1&-7,0,-8&0,-1&0
O=C(c1ccc(N2C(=O)C3CC=C(Cl)CC3C2=O)cc1)N1CCCCC1 (stereo unspecified),.,-5,.,5,.,4,-2

# Bioassay records from PubChem.
